D2 antagonist: D2 dopamine receptor (human) antagonism. inhibition, % at 10 µM. 2% of 340,000 active. P14416. HEK293 TREx D2 cells, calcium flux, dopamine EC80. AID 485344; in the data active = inhibition above about 30%; also: 0% is about no effect
Target sequence (P14416 whole entry, looked up): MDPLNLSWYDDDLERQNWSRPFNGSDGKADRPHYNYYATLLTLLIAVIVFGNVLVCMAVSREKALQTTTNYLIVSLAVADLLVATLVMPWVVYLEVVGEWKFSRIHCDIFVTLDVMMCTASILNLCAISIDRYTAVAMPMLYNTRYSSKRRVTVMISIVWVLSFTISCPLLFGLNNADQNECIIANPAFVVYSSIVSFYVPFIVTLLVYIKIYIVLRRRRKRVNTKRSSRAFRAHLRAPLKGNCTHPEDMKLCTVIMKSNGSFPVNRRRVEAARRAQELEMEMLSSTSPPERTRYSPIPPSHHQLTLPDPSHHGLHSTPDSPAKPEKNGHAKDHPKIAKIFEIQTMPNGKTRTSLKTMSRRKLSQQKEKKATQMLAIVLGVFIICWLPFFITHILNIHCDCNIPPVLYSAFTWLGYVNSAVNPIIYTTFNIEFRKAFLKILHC
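Overnight-induced (tetracycline, 30 C) HEK293 T-REx cells carrying force-coupled D2 receive a no-wash calcium dye, then compound, then EC80 dopamine at 180 s; signals are read kinetically throughout.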
TRHR enhancer: allosteric enhancers of human TRH receptor; P34981; TRHR cells, fluo-8 calcium fluorescence, EC20 TRH enhancement; enhancement, % at 2 µM; 0.66% of 360,000 active; AID 493056; in the data active = enhancement above about 30%; also: 0% is about no effect
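TRHR-expressing cells loaded with fluo-8 calcium dye were read kinetically (ex 480/em 530) during compound addition, then stimulated with an EC20 of TRH (10 nM final). Enhancement of the Gq-mediated intracellular calcium response was scored.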
D2 PAM: D2 dopamine receptor (human) potentiation. P14416. HEK293 T-REx D2, calcium flux, EC20 dopamine potentiation. potentiation, % at 10 µM. 0.34% of 340,000 active. AID 485347;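 active = potentiation over 3 SD above the plate norm, cut at about 30% in these data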; also: 0% is about no effect
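Cells plated with tetracycline inducer and held overnight at 30 C; calcium dye loaded 30–90 min at room temperature; baseline taken, compound added and read 180 s; EC20 dopamine then added and read 180 s.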
D1 potentiator: human D1 dopamine receptor positive modulation | P21728 | HEK293 TREx D1 cells, calcium flux, dopamine EC20 potentiation | potentiation, % at 10 µM | 0.036% of 360,000 active | AID 504651; in the data active = potentiation above about 30%; also: 0% is about no effect
Target sequence (P21728 whole entry, looked up): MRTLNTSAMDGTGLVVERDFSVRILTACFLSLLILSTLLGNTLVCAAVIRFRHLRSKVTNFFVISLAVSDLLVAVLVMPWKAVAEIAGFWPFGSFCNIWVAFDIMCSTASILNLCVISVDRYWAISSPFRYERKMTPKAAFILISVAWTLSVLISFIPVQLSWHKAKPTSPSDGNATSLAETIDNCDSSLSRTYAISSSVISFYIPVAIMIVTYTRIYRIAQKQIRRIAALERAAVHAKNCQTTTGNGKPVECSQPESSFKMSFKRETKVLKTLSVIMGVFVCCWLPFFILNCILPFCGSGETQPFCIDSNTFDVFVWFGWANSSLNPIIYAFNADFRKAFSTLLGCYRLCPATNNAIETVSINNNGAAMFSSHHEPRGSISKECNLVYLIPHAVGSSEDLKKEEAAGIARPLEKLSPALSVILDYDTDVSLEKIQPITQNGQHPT
RXFP1 antag: antagonists of human relaxin receptor RXFP1; activity change, negative = inhibition, % at 57.5 µM; HEK293-RXFP1, relaxin-stimulated cAMP HTRF, 30 min; active compounds read low; 0.59% of 350,000 active;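 active = activity change of -60% or lower, but not beyond a set lower limit; inconclusive = change between -60% and -40%, or beyond the set limit; inactive = change above -40%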; also: % is scaled to controls: 0 for no effect and ±100 for the full control effect
D1 antagonist: blocks dopamine activation of the human D1 receptor | AID 504652 | P21728 | 3.2% of 360,000 active | HEK293 TREx D1 cells, calcium flux, dopamine EC80; active compounds read low | activity change, negative = inhibition, % at 10 µM; in the data active = activity change below about -30%; also: % is scaled to controls: 0 for no effect and ±100 for the full control effect
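Tetracycline-induced HEK293 T-REx cells with force-coupled D1 receptor were loaded with a no-wash calcium dye. Compound was added after a 10 s baseline and read kinetically for 180 s; EC80 dopamine was then added and calcium flux followed another 180 s.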
TRHR ag: TRH receptor (human) agonism; P34981; TRHR cells, calcium flux fluo-8, FDSS agonist mode; activation, % at 2 µM; 0.18% of 360,000 active; also: 0% is about no effect
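Fluo-8-loaded TRHR cells; 10 s baseline, compound added, kinetic Ca2+ fluorescence read 1/s, agonist mode.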
D2 agonist: D2 dopamine receptor (human) agonism. P14416. HEK293 T-REx D2 cells, calcium flux agonist mode. activation, % at 2 µM. 0.53% of 340,000 active. AID 485358;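 active = activation over 3 SD above normal in the single-dose calcium agonist read, cut at about 30% in these data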; also: 0% is about no effect
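Agonism scored from kinetic calcium signal (1 read/sec, 180 s) following compound pin transfer, after a 10 s baseline. Cells: HEK293 Trex line expressing inducible D2 receptor coupled to calcium, dye-loaded after overnight culture at 30 C.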
D1 ag: human D1 receptor agonism; P21728; HEK293 T-REx D1 cells, calcium flux, agonist mode; activation, % at 2 µM; 1% of 360,000 active; also: 0% is about no effect
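Inducible HEK293 T-REx D1 cells, force-coupled to calcium signalling, were plated at 4000 cells/well with tetracycline and held overnight at 30 C. After no-wash calcium dye loading, compound-evoked calcium rise over 180 s flagged agonists.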
The depositor's hits bear a star; ? = inconclusive; · = no result given; & = joins results of further samples. Rule as the data show it, unless noted: active = activation above about 30%; inactive = the rest.

SMILES	D2 antagonist	TRHR enhancer	D2 PAM	D1 potentiator	RXFP1 antag	D1 antagonist	TRHR ag	D2 agonist	D1 ag
Cc1occc1C(=O)N(C)Cc1nc(-c2ccc(Cl)cc2)no1	-14.6	1.8	5.1	-5.2	-17.0	-20.5	1.5	0.3	9.9
CCN1CCCC(NC(=O)c2cc([N+](=O)[O-])ccc2OC)C1 (stereo not drawn)	38.5*	42.4*	-13.8	5.8	·	2.8	0.5	-0.1	5.3
CCN1C(Nc2ccccc2)=NC[C@@H]1C	-2.3	-2.3	1.3	-1.0	·	-5.3	1.2	0.4	2.1
COc1ccc(C(=O)C2CCCN(C(=O)Cc3c(C)noc3C)C2)cc1OC (stereo not drawn)	-15.1	4.6	-10.0	-1.2	-11.7	6.5	-1.7	-1.1	1.4
CCOc1ccc(NC(=O)COC(=O)c2c(OC)cccc2OC)cc1	-11.7	-1.4	12.7	-7.2	4.9	19.6	-0.5	-0.6	2.9
Cc1ccc(C2(C)NC(=O)N(CC(=O)NCc3ccccc3Cl)C2=O)cc1 (stereo not drawn)	-7.6	-8.4	7.5	4.5	2.8	-11.1	-1.1	-0.9	0.4
Cc1ccccc1N(Cc1nnc2n1CCCCC2)C(=O)Nc1ccccc1	-8.8	-3.4	14.7	-4.3	-11.9	-7.5	-0.1	0.0	1.0
CN(Cc1nc2ccccc2c(=O)[nH]1)C(=O)COc1ccccc1Cc1ccccc1	-18.4	-3.9	17.5	0.9	-1.9	-1.9	0.2	-0.7	2.9
CCCc1nc(NCc2ccco2)c(C#N)c2c1COC(C)(C)C2	8.7	4.0	10.4	-5.2	-6.1	-3.7	0.7	-1.0	0.3
Cc1ccccc1/C=N/NC(=O)Cn1cnc([N+](=O)[O-])n1	12.3	-6.6	-9.1	3.2	-5.3	-1.2	0.1	1.2	3.1
CCn1cc(/C=N\NC(=O)c2c[nH]c3ccccc23)c(C)n1	-10.7	5.7	-1.1	2.9	-11.6	-2.1	0.6	1.2	3.3
Cc1nc(-c2ccc(NC(=O)c3ccccc3)cc2)cs1	-7.2	11.7	-7.7	1.4	1.6	-9.4	-0.1	0.6	3.6
Cc1ccc(C(=O)Nc2ccc(S(=O)(=O)N3CCc4ccccc43)cc2)o1	-10.3	5.7	-15.2	-7.0	0.6	-7.5	0.6	0.7	4.2
N#Cc1cccc(NC(=O)C2CCCN(C(=O)c3ccc(Cl)cc3)C2)c1 (stereo not drawn)	19.5	-2.8	0.3	-9.8	4.1	-23.4	0.3	0.2	1.4
CCn1c(SCC(=O)Nc2cccc(S(=O)(=O)N(C)c3ccccc3)c2)nnc1C1CC1	3.0	3.3	-7.3	-6.2	2.4	-26.7	0.5	0.7	3.7
CCn1c(CS(=O)Cc2ccc(Cl)cc2Cl)nnc1SCc1c(Cl)cccc1Cl (stereo not drawn)	-9.5	-15.0	6.2	2.9	0.5	8.4	0.0	-0.2	15.1
C=CCN1C(=O)C(Cc2ccc(F)cc2)S/C1=N/N=C/c1cccs1 (stereo not drawn)	-8.6	-4.4	-4.7	-9.6	-15.7	7.5	1.8	1.4	12.2
CCCNC(=O)c1ccccc1NC(=O)Nc1ccccc1C	-4.9	-5.3	12.4	-2.9	-2.4	-6.2	-0.5	-0.1	0.3
N/C(COc1ccccc1)=N\NC(=O)c1cccnc1Oc1ccccc1	-2.6	5.2	12.8	-1.8	1.5	4.9	-0.6	-0.2	4.0
CCOc1ccc(Nc2nc3c(S(=O)(=O)c4cccc(Cl)c4)nnn3c3ccsc23)cc1	·	21.1	2.5	-3.1	12.5	-38.1*	-0.1	-0.1	3.5
Cc1c(C(=O)N2CCN(c3ccccc3)CC2)sc2nc3n(c(=O)c12)CCC3	21.6	1.1&1.0	2.6&3.0	0.5&-1.1	-29.6&-6.1	-1.3&-3.3	0.5&0.2	0.2&0.5	0.0&0.7
O=c1c2c3c(sc2nc2n1N=C(c1cccs1)CS2)CCCC3	-1.2	11.2	-5.4	-4.9	17.6	-9.6	0.3	1.7	1.0
COc1ccc(/C=N/n2cnc3c([nH]c4ccc(F)cc43)c2=O)cc1CSc1ccccn1	-3.2	5.0	-3.5	-3.8	1.0	-3.6	0.4	1.0	0.4
O=C(CSc1ccc2nnc(CCNC(=O)c3ccccc3)n2n1)NC1CCCC1	4.6	1.4	2.2	1.4	1.0	-18.2	1.3	0.8	15.4
COc1c(C)cc(S(=O)(=O)NC2CC(C)(C)NC(C)(C)C2)c(C)c1C	18.7	-0.3	-2.8	3.6	4.7	-3.0	0.5	2.1	4.1

Among those listed so far, these have a cyano group.
SMILES	D2 antagonist	TRHR enhancer	D2 PAM	D1 potentiator	RXFP1 antag	D1 antagonist	TRHR ag	D2 agonist	D1 ag
CCCc1nc(NCc2ccco2)c(C#N)c2c1COC(C)(C)C2	8.7	4.0	10.4	-5.2	-6.1	-3.7	0.7	-1.0	0.3
N#Cc1cccc(NC(=O)C2CCCN(C(=O)c3ccc(Cl)cc3)C2)c1 (stereo not drawn)	19.5	-2.8	0.3	-9.8	4.1	-23.4	0.3	0.2	1.4

Shown as a hit in TRHR enhancer (from the list above):
SMILES | D2 antagonist | TRHR enhancer | D2 PAM | D1 potentiator | RXFP1 antag | D1 antagonist | TRHR ag | D1 ag
CCN1CCCC(NC(=O)c2cc([N+](=O)[O-])ccc2OC)C1 (stereo not drawn) | 38.5* | 42.4* | -13.8 | 5.8 | · | 2.8 | 0.5 | 5.3

Back to the main list with the four entries that preceded the break.
SMILES	D2 antagonist	TRHR enhancer	D2 PAM	D1 potentiator	RXFP1 antag	D1 antagonist	TRHR ag	D2 agonist	D1 ag
O=c1c2c3c(sc2nc2n1N=C(c1cccs1)CS2)CCCC3	-1.2	11.2	-5.4	-4.9	17.6	-9.6	0.3	1.7	1.0
COc1ccc(/C=N/n2cnc3c([nH]c4ccc(F)cc43)c2=O)cc1CSc1ccccn1	-3.2	5.0	-3.5	-3.8	1.0	-3.6	0.4	1.0	0.4
O=C(CSc1ccc2nnc(CCNC(=O)c3ccccc3)n2n1)NC1CCCC1	4.6	1.4	2.2	1.4	1.0	-18.2	1.3	0.8	15.4
COc1c(C)cc(S(=O)(=O)NC2CC(C)(C)NC(C)(C)C2)c(C)c1C	18.7	-0.3	-2.8	3.6	4.7	-3.0	0.5	2.1	4.1
CCCCn1c(N)c(C(=S)NC(=O)CC(C)(C)C)c(=O)n(C)c1=O	-15.3	1.6	6.0	-0.3	-23.5	-3.4	0.9	-0.6	1.8
Cn1cc([N+](=O)[O-])c(C(=O)NCc2ccccc2)n1	-2.0	3.7	-3.5	-2.9	4.9	-1.5	1.4	0.4	0.8
O=C(c1ccccc1)N1CCC2(CC1)NCCc1[nH]cnc12	2.2	1.3	0.0	-2.5	3.7	8.7	0.6	·	2.0
Cc1cc2c(=O)c(C(=O)c3ccncc3)cn(CC(=O)Nc3cccc(C)c3C)c2cc1C	·	-2.1	-24.9	4.2	-8.1	4.1	-0.3	0.2	2.3
CSC[C@H](NC(=O)Cc1c(C)c2cc3c(C)c(C)oc3cc2oc1=O)C(=O)N[C@@H](Cc1ccccc1)C(=O)O	7.7	0.5	5.1	-4.1	·	-2.9	0.1	1.5	2.6
CCC12CN3CCN(CC(C3)/C1=N\NC(=O)Nc1ccccc1)C2	29.4	0.8	4.5	-1.6	-6.6	-15.8	0.2	1.5	2.5
O=C(O)c1cccn1Cc1ccccc1F	-0.3	7.2	-7.2	-4.6	9.7	-14.3	0.7	1.4	1.8
COc1ccc(C(=O)N/N=C/c2sc(=O)n(Cc3cccc(C(=O)O)c3)c2Cl)cc1	-2.0	-1.3	-0.2	-4.0	6.8	-16.6	0.2	-0.6	1.9
N#Cc1c2c(c(NCc3cccnc3)n3c1nc1ccccc13)CCC2	-5.4	-10.4	-5.5	-5.2	-3.6	1.9	-0.4	-0.2	0.2
Cc1ccc(Nc2nc3nonc3nc2Nc2cccc(C(F)(F)F)c2)cc1Cl	·	-10.8	-26.1	-3.4	?	-35.0*	5.1	6.6	14.4
C=CCOc1ccc(CNc2nccs2)cc1	0.1	-1.3	15.2	-4.2	-1.9	5.4	-0.5	1.7	-1.7
O=C(N/C(=C\c1cccc(Br)c1)C(=O)N1CCCCC1)c1ccco1	-1.0	-10.0	0.6	-5.2	-30.0	13.1	0.3	-0.6	0.4
COC(=O)c1c(SCC(=O)Nc2ccc(C)cc2)nc(=O)[nH]c1C	·	0.7	·	-4.4	-1.7	-2.6	-0.6	·	4.5
Cc1c(-c2ccccc2)c(=O)oc2ccc(OC(=O)N3CCOCC3)cc12	·	13.0	-9.3	-0.8	0.3	·	0.1	1.1	1.3
COCCNC(=O)c1cnc2sc(N3CCCCC3)nn2c1=O	·	-0.2	-0.5	-1.3	-3.7	2.4	0.8	0.5	0.5
COc1c(C)cccc1C(=O)Nc1ccc(CN2CCCCC2)cc1	20.1	-3.5	-19.9	-5.2	-5.7	7.9	0.0	-0.6	1.3
COc1ccc2nc(NC(=O)CCc3nc(-c4ccccc4F)no3)sc2c1	7.9	15.3	-2.3	-6.0	-4.8	12.7	-0.2	0.6	2.8
O=C(CC(=O)c1ccccc1)Nc1cccnc1Cl	-12.6	1.9	13.5	10.3	-1.8	9.5	0.1	0.4	2.6
COc1ccc([C@H]2CC(=O)C=C(c3ccc(OC(F)(F)F)cc3)C2)cc1OC	10.4	0.7	-4.4	1.8	·	-6.0	-0.5	-0.1	5.0
O=C(O)C(CC1CCCCC1)N1CCS(=O)(=O)CC1 (stereo not drawn)	-1.5	2.6	1.9	-2.1	13.0	1.0	0.0	1.4	0.5
O=S(=O)(Nc1ccc(Br)cc1)N1CCOCC1	13.5	-5.7	7.0	-5.4	9.7	-0.2	-0.3	0.0	0.3
Cc1ccc(-n2ncc3c(NCCCc4ccccc4)ncnc32)cc1C	·	-0.1	16.7	-2.4	-13.1	-17.0	0.4	0.4	3.0
CC(C)(C)NC(=O)C(c1ccncc1)N(C(=O)Cn1nnc(-c2ccc(F)cc2)n1)c1cccc(F)c1 (stereo not drawn)	·	-12.5	·	-4.0	2.9	7.9	0.0	·	3.9
Cc1cc(C)nc(NC(=S)Nc2cccc(Cl)c2Cl)c1	-4.6	0.1	-5.7	-7.9	-5.4	·	-0.5	2.9	4.6
COCCCn1c(SCC(=O)Nc2ccccc2)nnc1-c1ccncc1	-7.8	2.3	-4.4	-0.8	2.8	9.5	-0.4	-0.5	-0.3
Cn1c(C(O)c2ccc(Cl)cc2)nc(Cl)c1Cl (stereo not drawn)	0.0	3.4	2.8	-3.6	-0.2	-9.2	-0.6	0.7	-1.1
Cc1ccc(NC(=O)CN2C(=O)S/C(=C/c3ccncc3)C2=O)cc1	-19.2	-2.9	3.0	-2.2	-37.3	-3.1	-0.6	-1.1	7.6
COc1ccc(S(=O)(=O)n2nc(C)c(S(=O)(=O)N3CCCCCC3)c2C)cc1C	·	-5.5	4.2	-0.5	·	-3.0	0.0	-0.2	1.2

An unsorted share of the library; 7.1% or so of the library scored in one or more.
